Assay outcomes as filed in PubChem BioAssay.
IMPase Li cell: membrane-permeable IMPase blocker, potentiated with lithium; CHO-M1 cells, IP1 TR-FRET (IP-One), carbachol + lithium; Potency, µM (series often up to 59.4 µM), without a hit: at the highest dose activity, negative = IMPase inhibition, usual class: inhibitors; 210,000 tested, 0.35% active; AID 1457;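 note: IP1 builds up when IMPase is blocked and the TR-FRET signal falls; plate controls were basal vehicle for no effect and high inhibitor control for full effect; nearly all actives have a fitted effect of over 50% in size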
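CHO cells stably expressing M1 receptor (2000/well, cultured 16–30 h) treated 30 min at 37C with compound plus low lithium. Cytosolic IP1 by TR-FRET (665/620 ratio and 620 channel) after 10 min lysis; AC50 by Hill fit.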
HTT ATP protect: Huntington cell model cytoprotection by ATP luminescence; PC12 HTT-Q103 induced, cytoprotection, ATP luminescence, 40 h; Potency, µM (series often up to 56.4 µM), inactives show cytoprotection (ATP increase), hits mostly activators; 230,000 tested, 0.14% active;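 note: % of control where 0% means no effect; nearly all actives have a fitted effect of over 45% in size; toxic huntingtin expression switched on by the ecdysone agonist tebufenozide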
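Stable PC12 Q103-GFP cells in serum-supplemented, phenol red-free DMEM; induction by tebufenozide at 100 nM final; compound dose series; cell viability quantified luminescently from ATP.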
GAA glycogen mod: inhibitors or activators of human alpha-glucosidase glycogen cleavage; recombinant GAA, glycogen substrate, Amplex Red glucose oxidase fluorescence; Potency, µM (titrated, usually from 76.4 µM), without a hit: at the highest dose activity change, negative = inhibition, hits mostly inhibitors; 300,000 tested, 0.38% active;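 note: 0% = full enzyme reaction and -100% = no-enzyme basal signal; the screen sought inhibitors and activators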
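Recombinant human alpha-glucosidase (4 nM final) hydrolysed bovine liver glycogen (30 ug) for 40 min at 37 C in pH 5.0 citrate/phosphate with 0.01% Tween-20. Released glucose detected by glucose oxidase/Amplex Red, Ex 573/Em 610 nm. Compounds up to 77 uM; AC50 from Hill fits.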
GAA inh: blocks human lysosomal alpha-glucosidase | P10253 | purified human GAA, 4-MU-alpha-glucoside fluorescence | Potency, µM (top dose mostly 76.9 µM), for inactives: top-dose activity change, negative = inhibition, actives largely listed as inhibitors | 200,000 tested, 0.005% active | AID 1466;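 note: plate controls were uninhibited enzyme wells for no effect and no-enzyme background for full effect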
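Fluorogenic assay: 4 nM human alpha-glucosidase with 400 uM 4-methylumbelliferyl-alpha-D-pyranoside in 50 mM citrate/phosphate, 0.005% Tween-20, pH 5.0, 20 min at room temperature. Compounds tested up to 77 uM; AC50 from Hill fits.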
GoLoco inh red: inhibitors of human Gai1-RGS12 GoLoco interaction (red fluorophore); P63096; Gai1:RGS12 GoLoco peptide FP, rhodamine, 10 min; Potency, µM (titrated, usually from 61.6 µM), without a hit: at the highest dose activity, negative = inhibition, usual class: inhibitors; 230,000 tested, 0.44% active; active = well fitted inhibition curve with a large enough effect, not every such curve was filed as active; inactive = no such curve, though single readings can be large or run the other way; note: % is set by controls: 0 for no effect and ±100 for the full control effect; nearly all actives have a fitted effect of over 30% in size; many of its hits are not listed in these tables
Target sequence (P63096 whole entry, looked up): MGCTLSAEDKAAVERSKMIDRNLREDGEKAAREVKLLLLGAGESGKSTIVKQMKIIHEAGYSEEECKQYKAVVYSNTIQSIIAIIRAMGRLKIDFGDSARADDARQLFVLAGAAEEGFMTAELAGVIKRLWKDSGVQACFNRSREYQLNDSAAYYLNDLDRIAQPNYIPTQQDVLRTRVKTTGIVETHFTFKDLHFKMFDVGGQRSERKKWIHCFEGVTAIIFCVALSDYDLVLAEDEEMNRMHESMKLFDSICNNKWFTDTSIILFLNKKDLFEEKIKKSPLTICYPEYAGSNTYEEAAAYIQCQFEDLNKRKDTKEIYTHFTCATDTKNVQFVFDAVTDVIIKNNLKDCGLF
HTT aggregate: inhibitors of mutant huntingtin aggregate formation in PC12 cells; PC12 HttQ103-GFP aggregates, Acumen cytometry, 40 h; AID 1688; Potency, µM (series often up to 46.1 µM), without a hit: at the highest dose activity change, negative = inhibition, most hits filed as inhibitors; 220,000 tested, 1.1% active; note: % is set by controls: 0 for no effect and ±100 for the full control effect; nearly all actives have a fitted effect of over 60% in size
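Multiplexed with ATP-based cell death, this channel scores GFP aggregates in PC12 cells expressing inducible HTTex1-Q103-GFP. Induction used 100 nM tebufenozide; compounds were tested in concentration series.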
GAA spleen mod: lysosomal alpha-glucosidase (human) modulation; P10253; Potency, µM (top dose mostly 79.9 µM), for inactives: at the top dose activity change, negative = inhibition, actives largely listed as inhibitors; 240,000 tested, 0.006% active; AID 2112; human spleen homogenate, 4-MU-alpha-glucoside fluorescence;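 note: 0% = enzyme with vehicle and -100% = no enzyme basal signal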
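Human spleen homogenate (1 ug) incubated with compounds and 1 mM 4-methylumbelliferyl-alpha-D-glucopyranoside in pH 5.0 citrate/phosphate buffer, 37 C, 40 min. Stopped at pH 10; 4-MU fluorescence (Ex 365/Em 440 nm); AC50 by Hill fit.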
An asterisk follows results filed as active; ? = inconclusive; . = not tested or not shown; [ ] = remark or other dose. Unless noted, calls come from the whole dose curve; as a rule, active = well fitted curve in the direction sought with a large enough effect; inconclusive = small, poorly fitted or top-dose-only effect, or another doubt; inactive = no such curve, though single readings can be large; an effect the other way counts as inactive or inconclusive. Potency is the fitted concentration of half-maximal effect. This is a subset; the hit share may differ from the screen's.

SMILES	IMPase Li cell	HTT ATP protect	GAA glycogen mod	GAA inh	GoLoco inh red	HTT aggregate	GAA spleen mod
CCOc1ccc(C(=O)NCC(=O)OCc2cc([N+](=O)[O-])cc3c2OCOC3)cc1OCC	11.1%	8.8%[10 µM]	-0.5%	?	2.3%	5.9%	-2.5%
Cc1cc(C(=O)NNc2ccc(F)cc2F)no1	.	13.2%[10 µM]	?	.	-0.9%	-6.2%[9.22 µM]	-14.6%
CC/C(=N\NC(=O)CSc1ncccn1)c1ccc2c(c1)OCCO2	4.0%	.	-1.1%	-0.7%	7.0%	-0.5%	-2.1%
COc1ccc(N2CC(O)=C(c3nc(C)cs3)C2=N)cc1	-3.1%[38.3 µM]	-18.3%[10 µM]	-6.3%	-2.8%	64.1%[activator]	6.0%	-2.4%
CCOC(=O)CSc1nc2c(c(=O)[nH]c(=O)n2C)n1C/C=C(/C)Cl	0.5%[38.3 µM]	13.8%	1.9%	0.5%	1.5%	5.8%	2.6%
O=C(CNC(=S)N(CCCN1CCOCC1)Cc1cccs1)N1CCCC1	2.4%	-13.7%	-3.3%	2.9%	1.3%	7.7%	-1.8%
O=C(NCc1ccco1)C1CCCN(S(=O)(=O)c2ccc(Br)cc2)C1 (configuration not stated)	7.4%	-16.1%[10 µM]	-9.8%	3.1%	2.0%	-18.3%[9.22 µM]	3.8%
Cc1onc(-c2c(Cl)cccc2Cl)c1C(=O)N/N=C(\N)COc1ccc(Cl)cc1	15.7%	-50.1%[inhibitor][10 µM]	-1.1%	-13.4%	-9.4%	?	5.5%
CC(C)C(C(=O)Nc1nccs1)c1ccccc1 (configuration not stated)	-6.9%[38.3 µM]	-12.6%	1.8%	-1.2%	-7.0%	-30.2%	-7.4%
Cc1c(C#N)c2ccccc2n1CC(=O)NCc1ccccc1	4.2%	18.4%[10 µM]	3.8%	3.7%	-12.4%	-21.2%	3.0%
O=C(Nc1ccnc(-c2ccncc2)n1)c1ccccc1Cl	0.0%	-47.1%	1.6%	-9.9%	8.6%	11.9%	.
CCOCCCNCc1ccc(OC)c(OC)c1	3.6%[38.3 µM]	-19.5%[0.074 µM]	4.5%	-7.9%	-5.6%	2.2%	-2.2%
O=C(Nc1ccc(F)cc1)c1ccc(CSc2ccccc2)o1	-0.3%	4.8%[10 µM]	-10.8%	-10.1%	-8.1%	-16.2%	-12.9%
CCc1ccc(/C=C(/C#N)C(N)=S)s1	9.4%	-49.8%[inhibitor]	-18.1%	-4.3%	6.4%	-7.7%	.
CCn1nc(C)c(Br)c1-c1nc(-c2cccc(C)c2)no1	.	-2.7%[10 µM]	-0.7%	-0.8%[15.4 µM]	4.6%	-0.6%[9.22 µM]	7.0%
Cn1cc(C(=O)NCc2ccc(F)cc2)c(=O)c2cc(S(=O)(=O)N3CCCCC3)ccc21	-0.4%	.	6.2%[76.3 µM]	-14.4%	8.8%	2.2%	0.1%
O=C(C1CCN(c2nc3nonc3nc2N2CCCCC2)CC1)N1CCOCC1	10.1%	12.5%	16.2%	-5.7%	3.4%	-7.2%	-1.1%
CC(=O)c1c(O)cc(=O)n(-c2ccccc2)c1-c1ccc(C)cc1	-10.3%[38.3 µM]	15.4%	-2.2%	6.1%	3.9%	18.2%	-7.7%
CNC(=O)COC(=O)c1cc(-c2ccccc2)nn1-c1ccccc1	9.5%	-12.8%	-7.0%	0.6%	-0.8%	14.2%	-3.3%
CC(C)Cn1c(SCC(=O)N2CCCc3ccccc32)nc2ccccc2c1=O	.	-0.2%[10 µM]	-8.5%	.	3.1%	-18.4%[9.22 µM]	3.2%
CCOC(=O)c1cccc(NC(=O)CSc2nnc(C3CCCCC3)n2C)c1	36.6%[activator][38.3 µM]	-4.9%	-3.8%	-0.4%	-4.4%	-11.3%	-10.3%
COC(=O)c1cccc(NC(=O)/C=C/c2ccc([N+](=O)[O-])cc2)c1	2.4%	4.8%[1.9 µM]	9.9%	0.6%	-28.9%	19.9%	-5.1%
O=C(c1ccccc1)C(Cn1cncn1)C(Sc1ccccc1)c1ccccc1 (configuration not stated)	34.2%[38.3 µM]	30.0%	4.6%	-4.7%	-4.4%	17.8%	5.8%
CCn1c(=O)cc(SCC(=O)NCc2cccnc2)c2ccccc21	10µM*	-13.8%	-1.5%	-11.2%	-4.6%	?	-6.0%
N#Cc1cc([N+](=O)[O-])ccc1N1CCN(c2ccccc2O)CC1	22.4%	-61.1%[inhibitor]	?	?	-4.4%	-30.4%	-0.8%

Next section:
SMILES	IMPase Li cell	HTT ATP protect	GAA glycogen mod	GAA inh	GoLoco inh red	HTT aggregate	GAA spleen mod
Nc1nc(SCc2nc(-c3ccccc3)no2)[nH]c(=O)c1-c1ccccc1	16.9%[38.3 µM]	3.6%	0.4%	6.0%	10.3%	-1.1%[9.22 µM]	0.0%
O=C(NCCCN1CCOCC1)c1cc(-c2ccc(Cl)cc2)on1	-8.4%	6.9%[10 µM]	4.3%	-1.9%	13.7%	-17.5%	6.1%
CCn1c(N)c(C(=O)NCCOC)sc1=S	10.7%[38.3 µM]	-1.5%	0.0%	-1.7%	6.1%	-0.2%	4.8%
CN(Cc1nc(-c2ccncc2)no1)S(=O)(=O)c1ccc(Br)cc1	21.6%[38.3 µM]	-3.1%[0.074 µM]	-0.1%	3.1%	1.6%	-15.7%	-23.3%
Cc1ccc(C)n1/N=C1/NC(=O)CS1	0.1%[38.3 µM]	-20.7%[0.074 µM]	?	-2.1%	17.5%	19.1%	-8.8%
CCCCOc1ccc(-c2nnc(-c3ccncc3)o2)cc1	.	-33.7%	-18.3%	2.2%	.	-20.5%	1.7%
Cc1ccc(NC(=O)CSc2nc(N)cc(=O)[nH]2)cc1S(=O)(=O)N1CCOCC1	.	-2.8%[10 µM]	-4.2%	-13.7%	12.5%	-2.2%[9.22 µM]	3.1%
Cc1nnsc1NC(=O)OCC(C)(C)C	1.9%[38.3 µM]	10.9%	-7.5%	0.6%	10.3%	-10.3%	4.7%
O=C(O)CSc1nnc(-c2ccncc2)n1CCc1ccccc1	21.7%[38.3 µM]	?	5.8%	0.7%	-7.3%	-1.0%	1.0%
COCCCN(Cc1ccco1)C(=O)Cn1ncc2c(=O)oc3ccc(C)cc3c21	.	-12.4%[10 µM]	3.4%	.	6.4%	-7.1%[9.22 µM]	7.5%
CN1/C(=C\C(=O)COC(=O)c2ccco2)C(C)(C)c2ccccc21	?	-35.6%[inhibitor]	1.3%	-5.3%	53.2%[activator]	?	-4.0%
CC1=C(/C=C/C(C)=C/C=C/C(C)=C/C(=O)O)C(C)(C)CCC1O (configuration not stated)	17.9%	-17.8%	.	.	-5.8%	.	4.3%
CCOc1ccc(C2CC(=O)NC(SCC(=O)OC)=C2C#N)cc1 (configuration not stated)	-8.9%[38.3 µM]	10.7%	8.9%	-0.2%	4.2%	-13.2%	1.0%
COc1cccc(-c2ccc(C#N)c(SCC(=O)NCCc3cccc(Cl)c3)n2)c1	11.2µM*	-10.4%	9.5%	9.0%	4.9%	1.4%	-14.2%
Cc1cccn2c(=O)c(C=O)c(N3CCCCC3)nc12	4.1%	-16.7%[10 µM]	-6.8%	?	11.0%	-21.7%[9.22 µM]	3.7%
c1ccc(-n2nnnc2N2CCOCC2)cc1	.	0.5%	-13.7%	-11.1%	.	19.9%	10.7%
CC(=O)c1sc(NC(=O)c2ccco2)nc1-c1ccccc1	-9.9%[38.3 µM]	20.4%	2.4%	-6.0%	-8.8%	-11.5%	-1.5%
Nc1nc(-c2ccc(Cl)cc2)nn1C(=O)c1cccs1	1.9%	-51.2%[inhibitor]	1.7%	3.7%	8.4%	13.4%	-2.2%
COC(=O)CN(c1ccccc1F)S(=O)(=O)c1ccccc1	28.6%[38.3 µM]	-7.0%	-1.9%	0.7%	1.5%	6.9%	-5.7%
CCOc1ccc(-n2nnc3c(=O)n(CC(=O)NCc4ccco4)cnc32)cc1	.	-21.8%[10 µM]	4.2%	.	-1.8%	31.2%[9.22 µM]	-2.5%
c1ccc(CN2CCOCCOCCOCC2)cc1	.	-7.1%[10 µM]	3.9%	.	2.8%	7.7%[9.22 µM]	-1.4%
NC(=O)COc1ccccc1/C=C1/SC(=O)N(CC(=O)N2CCc3ccccc3C2)C1=O	0.5%[38.3 µM]	-10.4%	0.8%	3.5%	10.1%	-1.8%	-0.4%
CCOC(=O)C(=O)NCc1ccc(/C=C2/N=C(C)C(C(=O)OCC)=C2O)o1	22.4%	6.5%[10 µM]	?	-5.8%	-16.6%	-14.9%[9.22 µM]	1.7%
CCC(C)(C)NC(=O)c1sccc1Oc1ccc(F)cc1[N+](=O)[O-]	9.0%	-6.7%	0.8%	-5.9%	-16.3%	-16.7%	4.0%
Cc1cc(OC2CCCCC2)nc(-c2ccccc2O)n1	16.6%[38.3 µM]	-16.7%	5.7%	-11.8%	1.8%	-15.5%	5.6%
CCc1nnc(NC(=O)CSc2nnc(Cc3cc(=O)[nH]c(=O)[nH]3)n2-c2ccc(OC)cc2)s1	-1.7%	-14.2%	4.8%	3.8%	-11.2%	?	2.6%
O=C(COC(=O)c1cccc(S(=O)(=O)N2CCN(c3ccc(F)cc3)CC2)c1)NCC1CCCO1 (configuration not stated)	0.5%	.	21.9%	-2.3%	3.4%	13.0%	-4.2%
Cn1c(C(=O)N2CCC(C(=O)N3CCOCC3)CC2)cc2sccc21	18.8%[38.3 µM]	4.1%[10 µM]	-2.2%	0.1%	16.3%	4.3%	-1.6%

Of the compounds above, these have two or more sulfur atoms.
SMILES	IMPase Li cell	HTT ATP protect	GAA glycogen mod	GAA inh	GoLoco inh red	HTT aggregate	GAA spleen mod
O=C(CNC(=S)N(CCCN1CCOCC1)Cc1cccs1)N1CCCC1	2.4%	-13.7%	-3.3%	2.9%	1.3%	7.7%	-1.8%
CCc1ccc(/C=C(/C#N)C(N)=S)s1	9.4%	-49.8%[inhibitor]	-18.1%	-4.3%	6.4%	-7.7%	.
CCn1c(N)c(C(=O)NCCOC)sc1=S	10.7%[38.3 µM]	-1.5%	0.0%	-1.7%	6.1%	-0.2%	4.8%
Cc1ccc(NC(=O)CSc2nc(N)cc(=O)[nH]2)cc1S(=O)(=O)N1CCOCC1	.	-2.8%[10 µM]	-4.2%	-13.7%	12.5%	-2.2%[9.22 µM]	3.1%
CCc1nnc(NC(=O)CSc2nnc(Cc3cc(=O)[nH]c(=O)[nH]3)n2-c2ccc(OC)cc2)s1	-1.7%	-14.2%	4.8%	3.8%	-11.2%	?	2.6%
